Source: PubChem (National Center for Advancing Translational Sciences (NCATS))
AmpC inh no detg: qHTS Inhibitors of AmpC Beta-Lactamase (assay without detergent); P00811; AmpC nitrocefin hydrolysis, absorbance 480 nm, 0.0001% Triton; 0.52% of 330,000 active; Potency, µM (top dose mostly 57.1 µM), for the others: at the top dose activity change, negative = inhibition, actives largely listed as inhibitors;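 also: potency is read from the fitted curve at half-maximal effect; plate controls were no compound for no effect and no enzyme for full effect; nearly all actives have a fitted effect of over 20% in size; some results filed as inactive show a strong effect at the top dose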
Target sequence (P00811 whole entry, looked up): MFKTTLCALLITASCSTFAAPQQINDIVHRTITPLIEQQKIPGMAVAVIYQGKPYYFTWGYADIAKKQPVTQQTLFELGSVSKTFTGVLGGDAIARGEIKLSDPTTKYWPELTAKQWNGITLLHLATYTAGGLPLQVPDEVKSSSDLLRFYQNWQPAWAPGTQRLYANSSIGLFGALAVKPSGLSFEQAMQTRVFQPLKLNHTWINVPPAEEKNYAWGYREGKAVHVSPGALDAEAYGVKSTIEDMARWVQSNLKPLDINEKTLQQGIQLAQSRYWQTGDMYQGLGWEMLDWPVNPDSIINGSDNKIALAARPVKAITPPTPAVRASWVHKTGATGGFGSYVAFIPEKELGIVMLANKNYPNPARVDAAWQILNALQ
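20 mM phosphate pH 7.0 + 0.01% (detergent screen) or 0.0001% Triton X-100; 5.3 nM AmpC reagent; cpd preinc 15 min RT; nitrocefin (800 uM stock) to start; A480 q20 s × 4 min; Activity was normalised to no-enzyme and no-compound control wells.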
HCMV inh: qHTS Assay for inhibitors of the human cytomegalovirus (HCMV); HFF cells, HCMV-luciferase reporter, 72 h; active compounds read low; activity change, negative = inhibition, % at 57.5 µM; 4.5% of 410,000 active; AID 1259415, 2018; in the data active = activity change below about -60%; inconclusive = no clear call, values can overlap the other calls; inactive = above about -39%
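Steps: HFFs plated, 16 h 37C; compounds added; HCMV-luciferase added to MOI 1 PFU/cell; 72 h 37C; OneGlo reagent, 5 min room temperature; luminescence read, normalized to controls.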
TbPYK inhibitor: qHTS of Trypanosoma Brucei Inhibitors. pyruvate kinase (Trypanosoma brucei), Q57TT1. TbPYK enzyme, Kinase-Glo Plus ATP luminescence, 45 min. Potency, µM (highest dose often 76.8 µM), inactives show top-dose activity, negative = inhibition, actives largely listed as inhibitors. 0.12% of 410,000 active. AID 624173, 2012; also: potency is read from the fitted curve at half-maximal effect; nearly all actives have a fitted effect of over 50% in size
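TbPYK + substrate in 50 mM TEA pH 7.2, 100 mM KCl, 10 mM MgCl2, 0.05% BSA, 0.01% Tween-20; cpd pinned; ADP 130 uM final; 45 min RT; Kinase-Glo Plus 10 min; luminescence endpoint.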
LmPK inhibitor: qHTS Assay for Inhibitors of Leishmania Mexicana Pyruvate Kinase (LmPK); Q27686; purified LmPK, Kinase-Glo ATP luminescence, 1 h; Potency, µM (top dose mostly 57.5 µM), for inactives: top-dose activity change, negative = inhibition, most hits filed as inhibitors; 0.37% of 290,000 active; AID 1721, 2009; also: potency is read from the fitted curve at half-maximal effect
Target sequence (Q27686 whole entry, looked up): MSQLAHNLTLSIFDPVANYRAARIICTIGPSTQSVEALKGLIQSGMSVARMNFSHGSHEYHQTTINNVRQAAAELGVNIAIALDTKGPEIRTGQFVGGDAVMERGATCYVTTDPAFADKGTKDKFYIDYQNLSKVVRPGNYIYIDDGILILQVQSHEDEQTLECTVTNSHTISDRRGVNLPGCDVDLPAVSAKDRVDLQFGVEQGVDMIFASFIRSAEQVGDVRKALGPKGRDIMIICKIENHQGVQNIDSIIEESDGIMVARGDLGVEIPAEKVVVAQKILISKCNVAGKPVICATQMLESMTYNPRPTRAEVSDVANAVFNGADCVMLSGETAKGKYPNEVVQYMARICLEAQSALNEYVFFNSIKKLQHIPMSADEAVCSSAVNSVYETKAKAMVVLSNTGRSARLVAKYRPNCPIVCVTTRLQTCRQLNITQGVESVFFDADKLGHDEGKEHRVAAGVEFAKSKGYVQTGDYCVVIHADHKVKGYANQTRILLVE
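Kinase-Glo luminescence read after 1 h RT reaction of 0.1 nM LmPK with 0.5 mM PEP and 0.1 mM ADP. Activity scaled between uninhibited and enzyme-free controls.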
AmpC detergent: qHTS Inhibitors of AmpC Beta-Lactamase (assay with detergent). 0.041% of 370,000 active. AmpC hydrolysis of nitrocefin, absorbance 480 nm, 0.01% Triton. P00811. AID 485294, 2010. Potency, µM (doses to about 114 µM), inactives show top-dose activity change, negative = inhibition, most hits filed as inhibitors;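 also: potency is read from the fitted curve at half-maximal effect; 0% = no-compound wells and -100% = no-enzyme wells; nearly all actives have a fitted effect of over 25% in size; some results filed as inactive show a strong effect at the top dose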
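20 mM phosphate pH 7.0 + 0.01% (detergent screen) or 0.0001% Triton X-100; 5.3 nM AmpC reagent; cpd preinc 15 min RT; nitrocefin (800 uM stock) to start; A480 q20 s × 4 min; Activity was normalised to no-enzyme and no-compound control wells.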
Sm TGR inh: qHTS Assay for the Inhibitors of Schistosoma Mansoni Peroxiredoxins; purified TGR, DTNB reduction, TNB absorbance 405 nm; Potency, µM (doses to about 114 µM), for the others: at the highest dose activity change, negative = inhibition, actives largely listed as inhibitors; 3% of 360,000 active; AID 485364, 2010; also: potency is read from the fitted curve at half-maximal effect; nearly all actives have a fitted effect of over 60% in size
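Kinetic colorimetric format: TGR-catalysed, NADPH-driven DTNB reduction monitored via TNB absorbance. Enzyme dispensed at 20 nM; compound exposure 15 min at room temperature before reaction start.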
AMA1-RON2 inh: qHTS for Inhibitors of AMA1-RON; Towards Development of Antimalarial Drug Lead: Primary Screen; Plasmodium falciparum AMA1 (3D7) - RON2 peptide interaction; AlphaScreen AMA1-biotinylated RON2 peptide binding; Potency, µM (highest dose often 58.2 µM), without a hit: at the highest dose activity change, negative = inhibition, usual class: inhibitors; 0.2% of 360,000 active; AID 720542, 2013;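 also: potency is read from the fitted curve at half-maximal effect; 0% = vehicle wells and -100% = peptide control; nearly all actives have a fitted effect of over 45% in size; some results filed as inactive show a strong effect at the top dose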
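AMA1 (3D7) with his tag at 25 nM final met compounds first, then biotinylated RON2 peptide at 25 nM; detection used donor plus acceptor beads, 10 µg/mL apiece, read by AlphaScreen after 30 min at room temperature.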
Numbers without * were called inactive; u = inconclusive; x = not tested or not shown; [ ] = remark or other dose. Unless noted, calls follow the shape of the dose curve; as a rule, active = well fitted curve in the direction sought with a large enough effect; inconclusive = small, poorly fitted or top-dose-only effect, or another doubt; inactive = no such curve, though single readings can be large; an effect the other way counts as inactive or inconclusive. Unless noted, % is scaled to controls: 0 for no effect and ±100 for the full control effect. No enrichment for hits (roughly 7.4% active in at least one column).

SMILES | AmpC inh no detg | HCMV inh | TbPYK inhibitor | LmPK inhibitor | AmpC detergent | Sm TGR inh | AMA1-RON2 inh
Cc1cc(C(=O)COC(=O)c2ccc(CO)cc2)c(C)n1CC1COc2ccccc2O1 (stereo not given) | -14% | -14 | 6% | 3% | 1% | 5% | -21%
O=C(CSc1ncccc1C(=O)O)NC1CCCCCCC1 | -20% | 9 | 3% | -5% | -5% | 3% | -8%
CCOc1ccc(Nc2nc3ccccc3c3nnc(CC)n23)cc1 | x | -14 | -8% | x | 12% | 8% | x
O=C(CSc1nc(=O)n(Cc2ccncc2)c2c1CCC2)Nc1ccccc1 | x | 8 | 2% | x | 1% | 8% | x
CCN(CC)S(=O)(=O)c1ccc(NCc2ccccn2)nc1 | -2% | 3 | 2% | 3% | 0% | -13% | -4%
O=C1NC(=O)C(=C2CCCCCC2)S1 | -17% | -35 | -10% | 0% | -15% | 3% | 5%
CCn1c(CC(=O)Nc2ccccc2)nnc1SCC(=O)Nc1nnc(C)s1 | -12% | -9 | 25% | -3% | 4% | 2% | 1%
COc1cccc(-n2nnnc2SCC(=O)NCc2ccco2)c1 | -11% | 0 | -1% | 5% | 1% | 50µM* | -5%
COc1cccc(N2C(=O)C3CCCN3C2c2ccc(F)cc2)c1 (stereo not given) | 32% | 47 | 3% | 0% | -1% | 1% | 3%
c1ccc(-c2csc3ncn4cnnc4c23)cc1 | -9% | u | -5% | 8% | 2% | -4% | -10%
CC(=O)N1c2ccc(S(=O)(=O)NCCc3ccccc3)cc2CC1C (stereo not given) | 1% | -26 | 3% | 8% | 0% | -17% | -15%
NC(=O)C1CCN(c2oc(-c3ccccc3)nc2S(=O)(=O)c2ccc(Br)cc2)CC1 | 54% | 21 | -16% | 1% | 4% | u | -4%
CCNC(=O)NC(=O)C(C)OC(=O)CCS(=O)(=O)c1ccc(C)cc1 (stereo not given) | -3% | 39 | -1% | -10% | -4% | -1% | -6%
O=C(CCSCc1ccccc1Cl)N1CCN(c2ccc(F)cc2)CC1 | x | -64* | -2% | x | 3% | 10% | x
Cc1ccc2nc(C(=O)N3CCc4c([nH]c5ccccc45)C3c3ccccn3)cn2c1 (stereo not given) | -23% | -16 | 0% | 2% | -3% | 12% | -5%
Cc1cccc(C(=O)N/C(=C\c2ccco2)C(=O)N2CCCC2)c1 | 15% | u | -8% | 6% | -8% | -4% | 3%
CCOC(=O)N1CCC(NC(=O)c2cccnc2SC)CC1 | -16% | 14 | -4% | -4% | 4% | 10% | 0%
COc1ccc(C2c3[nH]c4ccccc4c3CCN2C(=O)CCC2CCCC2)cc1 (stereo not given) | x | -82* | -2% | x | 31%[activator] | 12% | x
CC(=O)Nc1cccc(-c2nnc3c4ccccc4c(C)nn23)c1 | -15% | x | x | -10% | u | 5%[57.1 µM] | x
CCOc1ccc(N(C(=O)c2ccc(OC)cc2)S(=O)(=O)c2ccc3c(c2)n(C)c(=O)n3C)cc1 | x | -29 | 1% | x | 4% | 0% | x
CCOC(=O)C1C(=O)NC(c2ccccc2)=NC1c1ccc(C(C)C)cc1 (stereo not given) | -13% | -16 | 5% | 6% | -13% | 0% | 11%
N#CCCn1cc(C(=O)Nc2ccc([N+](=O)[O-])cc2)c(-c2cccs2)n1 | -40% | -38 | 6% | 1% | u | 0% | -18%
COc1ccc(COC(=O)NNC(=O)c2ccccc2Cl)cc1 | -28% | 19 | -9% | 0% | -6% | 8% | 4%
Cc1ccc(NC(=O)CSc2nnc(N)s2)c([N+](=O)[O-])c1 | -24% | -18 | 1% | 7% | 8% | -2% | 68%[activator]
Cc1nnc(SCC(=O)Nc2nccs2)o1 | -25% | -61* | -7% | -13% | 3% | -2% | 84%[activator]
O=c1c2ccccc2cnn1Cc1n[nH]c(=S)n1-c1ccccc1F | -19% | 18 | u | u | 2% | -2% | 2%
CC(C)Oc1ccc(CNC(=O)Cn2ncn3nc(-c4cccs4)cc3c2=O)cc1 | x | -8 | 0% | x | -4% | -13% | x
COC(=O)c1ccccc1NC(=O)C1CCCN(c2nnc(C)c3c(C)n(-c4ccccc4)nc23)C1 (stereo not given) | x | -12 | 4% | x | 14% | 10% | x
CCOC(=O)CNC(=O)CSc1nnnn1-c1cc(C)ccc1C | 1% | -8 | -4% | 0% | 1% | 5% | -3%
COc1ccc(/C=C/C(=O)Nc2cc(C(F)(F)F)ccc2Cl)cc1OC | 47% | u | -1% | 4% | u | -5% | 13%
CSc1nc(N2CCOCC2)cc(N2CCOCC2)n1 | -13% | -26 | 4% | 7% | 9% | 26% | -20%
CC(C)Cc1nc2sc3c(=O)[nH]cnc3c2c2c1CCC2 | -14% | -23 | 5% | 1% | -8% | -2% | -27%
COc1ccc(-c2cn3nc(N4CCCC(C(=O)Nc5ccccc5OC)C4)sc3n2)cc1 (stereo not given) | x | u | 4%[15.4 µM] | x | 15% | 3% | x
O=C(NCc1ccc2c(c1)OCO2)Nc1ccc2ccccc2c1 | -38% | 1 | -1% | 0% | -5% | -5% | -19%
COc1cc(/C=C2\SC(N)=NC2=O)cc(Br)c1O | -26% | -11 | -7% | 1% | u | -32% | -4%
COc1ccc(CNC(=O)C2CC=CCC2C(=O)O)cc1OC (stereo not given) | -3% | -25 | 4% | -5% | -3% | 2% | 2%
Cc1ccc(OCC(=O)NC(=S)Nc2ccccn2)c(Br)c1 | -21% | -63* | 4% | -24% | -2% | -3% | 80%[activator]
COc1cc2c(c3oc(=O)cc(CC(=O)O)c13)CCC(C)(C)O2 | 5% | -13 | 0% | 2% | -4% | 0% | 0%
CN(Cc1ccc(F)cc1)C(=O)c1ccc(NC(=O)CC2SC(N3CCCC3)=NC2=O)cc1 (stereo not given) | 7% | -20 | -5% | x | 0% | -10% | 0%
Cc1ccc(-c2csc(C(C#N)=C3CCCC3)n2)cc1 | -19% | -21 | 4% | -1% | -11% | -14% | 20%
CC1=C(CC(=O)NCC(=O)NCC(=O)O)c2cc(F)ccc2/C1=C/c1ccc(S(C)=O)cc1 (stereo not given) | -4% | -13 | 3% | -2% | 3% | -20% | 0%
CC(C(=O)Nc1cccc(C#N)c1)N(C)CCOc1ccccc1 (stereo not given) | -2% | 6 | -5% | -16% | 0% | 3% | 7%
Cc1csc(=O)n1CC(=O)OCC(=O)NCc1ccc(F)cc1 | -11% | -19 | -1% | x | 0% | -19% | -15%
COc1ccc(OCCNC(=O)C2(C)CCN2Cc2ccc3ccccc3c2)cc1 (stereo not given) | x | 0 | 3% | x | x | x | 3%
Cc1cccc(Cn2c(C)c(C)c3cc(C(=O)NCc4ccc(C)o4)ccc32)c1 | x | 0 | -16%[15.4 µM] | x | 9% | 0% | x

Some of these compounds in order of SMILES length, low to high.
SMILES | AmpC inh no detg | HCMV inh | TbPYK inhibitor | LmPK inhibitor | AmpC detergent | Sm TGR inh | AMA1-RON2 inh
Cc1nnc(SCC(=O)Nc2nccs2)o1 | -25% | -61* | -7% | -13% | 3% | -2% | 84%[activator]
CCOC(=O)N1CCC(NC(=O)c2cccnc2SC)CC1 | -16% | 14 | -4% | -4% | 4% | 10% | 0%
Cc1ccc(-c2csc(C(C#N)=C3CCCC3)n2)cc1 | -19% | -21 | 4% | -1% | -11% | -14% | 20%
CCOC(=O)CNC(=O)CSc1nnnn1-c1cc(C)ccc1C | 1% | -8 | -4% | 0% | 1% | 5% | -3%
CC(=O)Nc1cccc(-c2nnc3c4ccccc4c(C)nn23)c1 | -15% | x | x | -10% | u | 5%[57.1 µM] | x
CC(=O)N1c2ccc(S(=O)(=O)NCCc3ccccc3)cc2CC1C (stereo not given) | 1% | -26 | 3% | 8% | 0% | -17% | -15%
Cc1ccc(NC(=O)CSc2nnc(N)s2)c([N+](=O)[O-])c1 | -24% | -18 | 1% | 7% | 8% | -2% | 68%[activator]
COc1ccc(OCCNC(=O)C2(C)CCN2Cc2ccc3ccccc3c2)cc1 (stereo not given) | x | 0 | 3% | x | x | x | 3%
CCNC(=O)NC(=O)C(C)OC(=O)CCS(=O)(=O)c1ccc(C)cc1 (stereo not given) | -3% | 39 | -1% | -10% | -4% | -1% | -6%
Cc1cc(C(=O)COC(=O)c2ccc(CO)cc2)c(C)n1CC1COc2ccccc2O1 (stereo not given) | -14% | -14 | 6% | 3% | 1% | 5% | -21%
Cc1ccc2nc(C(=O)N3CCc4c([nH]c5ccccc45)C3c3ccccn3)cn2c1 (stereo not given) | -23% | -16 | 0% | 2% | -3% | 12% | -5%

Remaining list, next part:
SMILES | AmpC inh no detg | HCMV inh | TbPYK inhibitor | LmPK inhibitor | AmpC detergent | Sm TGR inh | AMA1-RON2 inh
CCCNc1c(NC(C)=O)c(=O)oc2ccccc12 | -3% | -15 | 2% | -3% | -11% | 4% | -1%
CCO[C@@H]1OC(C(=O)N2CCOCC2)=C[C@H](c2ccc(Br)cc2)[C@H]1CCCO | 126%[activator] | -3 | 4% | 9% | 8% | 2% | -1%
CCOc1cc2[nH]c(=S)n(CCCC(=O)N3CCC4(CC3)OCCO4)c(=O)c2cc1OCC | 67%[activator] | 1 | -23% | 0% | -11% | -11% | 55%[activator]
O=S(=O)(c1cccs1)n1nnc2ccccc21 | -32% | 19 | -2% | 5% | -2% | 0% | 15%
COCCN(C(=O)C(C)C)c1nnc(-c2ccc(C)cc2)s1 | 147%[activator] | 9 | -2% | 11% | 2% | 0% | -8%
CCOC(=O)c1c(C)c(C(=O)N2CCN(c3ccc(F)cc3)CC2)c(C)n1C | 144%[activator] | u | 2% | -3%[11.5 µM] | 6% | 4% | -14%
CN(C)c1ccc(/C=C/C(=O)c2ccc3c(c2)OCCO3)cc1[N+](=O)[O-] | -22% | -14 | 5% | -17% | u | 4% | -6%
CCOc1ccccc1C(=O)NCC(c1ccc(N(C)C)cc1)N1CCCC1 (stereo not given) | x | -7 | -6% | x | 13% | 0% | x
COc1ccc(C)cc1C(=O)CCC(=O)NC1CCCCC1 | -5% | 0 | 4% | -9% | 0% | 6% | 15%
